# Screens: PubChem BioAssay, The Scripps Research Institute Molecular Screening Center
# Tn6 DDE FP = disrupts Tn6 cyclic peptide binding to fibrin D-Dimer-E complex. 370,000 tested, 0.21% active. Fibrin DD(E) TRITC-Tn6 fluorescence polarization displacement. inhibition, % at 8.3 µM. AID 720509;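 active = inhibition above a per-campaign cutoff: mean of compounds within control limits plus 3 SD, cut at about 15% in these data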;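 also: 0% = median of all compound wells on the plate and 100% = blocking peptide control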
# ASAP1 inh = inhibitors of human ASAP1 ArfGAP activity | 360,000 tested, 0.19% active | Q9ULH1 | AID 624377 | ASAP1-stimulated ARF1 GTP hydrolysis, GDP FP detection | inhibition, % at 16.5 µM; in the data active = inhibition above about 25%;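 also: 0% = vehicle with enzyme and substrate and 100% = no enzyme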
# Target sequence (Q9ULH1 325-724 limits assumed): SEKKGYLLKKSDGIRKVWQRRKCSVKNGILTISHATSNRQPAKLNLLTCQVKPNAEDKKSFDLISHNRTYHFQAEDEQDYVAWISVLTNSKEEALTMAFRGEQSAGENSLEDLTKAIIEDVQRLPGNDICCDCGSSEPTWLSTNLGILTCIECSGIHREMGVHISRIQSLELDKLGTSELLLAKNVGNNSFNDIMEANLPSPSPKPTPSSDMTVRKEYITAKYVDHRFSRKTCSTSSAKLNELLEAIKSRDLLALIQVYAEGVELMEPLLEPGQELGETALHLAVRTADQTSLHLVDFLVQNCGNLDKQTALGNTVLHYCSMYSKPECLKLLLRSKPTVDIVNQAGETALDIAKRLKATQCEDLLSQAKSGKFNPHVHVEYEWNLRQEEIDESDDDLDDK
# ADAM10 inh = inhibitors of human ADAM10; O14672; recombinant ADAM10, EDANS/DABCYL FRET peptide cleavage, 3 h; inhibition, % at 7 µM; 370,000 tested, 0.62% active; AID 720582;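 active = inhibition above a per-campaign cutoff equal to the mean of compounds falling between control-based bounds plus 3 SD, cut at about 20% in these data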;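 also: 0% = DMSO wells while the 100% control is not disclosed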
# DDE Tn7 FP inh = DD(E)-Tn7 binding inhibition, primary FP screen; P02675; FP displacement of FITC-Tn7 peptide from fibrin DD(E); 0% = median of compound wells per plate; inhibition, % at 8.3 µM; 370,000 tested, 0.13% active; AID 720508;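 active = inhibition above the mean of compounds falling within the control limits plus 3 SD of them, cut at about 14% in these data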;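 also: 0% = plate median of compound wells and 100% = 10 µM Aha-Tn7 peptide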
#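 Test system – human fibrin DD(E) · Times – 10 min preincubation, 3 h with tracer, room temperature · Detection – fluorescence polarization of the labelled Tn7 tracer · Measure – percent inhibition normalized to high-control wells · Benchmarks – high control wells with 10 µM unlabelled Aha-Tn7 peptide (full inhibition) · Repeats – singlicate testing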
# ADAM17 inh = ADAM17 inhibition, QFRET primary screen. P78536. recombinant ADAM17, EDANS/DABCYL FRET peptide cleavage. inhibition, % at 6.95 µM. 370,000 tested, 0.83% active;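 active = inhibition above the mean of compounds lying between control limits plus 3 SD, set per campaign, cut at about 8.5% in these data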;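 also: 0% = DMSO-only wells as the low control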
# SIAE inh = blocks human sialic acid acetylesterase | AID 1053197 | Q9HAT2 | SIAE FP-Rh probe binding, fluorescence polarization | 370,000 tested, 0.69% active | inhibition, % at 9.66 µM;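 active = inhibition above a cutoff: mean of compounds within the control limits plus 3 SD of those, cut at about 17% in these data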;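 also: 0% = plate median of compound wells and 100% = probe without SIAE protein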
# PLCg1 inh = inhibitors of human phospholipase C gamma1; purified PLC-gamma1, fluorogenic substrate, fluorescence; inhibition, % at 12.2 µM; 370,000 tested, 0.84% active; in the data active = inhibition above about 9.5%
# PLC-beta3 inh = PLC-beta3 (human) inhibition, primary screen; Q01970; Purified PLC-beta3, fluorogenic substrate, fluorescence; inhibition, % at 12.2 µM; 370,000 tested, 0.18% active; AID 720704; in the data active = inhibition above about 11%;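 also: 0% = median of compound wells on plate and 100% = full blocker control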
# ARFGAP1 inhibitor = rat ARFGAP1 inhibition; Q62848; Arfgap1-stimulated ARF1 GTP hydrolysis, GDP FP detection; inhibition, % at 16.5 µM; 360,000 tested, 0.26% active;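 active = inhibition above a per-plate limit, mean inhibition of low control wells plus 3 SD, cut at about 25% in these data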;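 also: 0% = DMSO wells with enzyme and 100% = wells lacking Arfgap1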
# Target sequence (Q62848 1-136 limits assumed): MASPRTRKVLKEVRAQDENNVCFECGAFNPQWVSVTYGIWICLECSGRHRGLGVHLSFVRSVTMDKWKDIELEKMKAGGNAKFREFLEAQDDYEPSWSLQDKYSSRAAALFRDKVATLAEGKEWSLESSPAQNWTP
#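 Material: rat Arfgap1 catalytic domain, aa 1-136; also added: human ARF1(Δ1-17)-GTP substrate; compound dosing: one concentration, 16.5 µM, DMSO 1.26%; incubation: GTP hydrolysis reaction 2 h at 25 °C; measured by: Tracer-displacement fluorescence polarization with EDTA stop, 620/688 nm; evaluation: % inhibition from polarization; repeats: one replicate per compound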
# TDP2 inh = TDP2 (human) inhibition, absorbance primary screen | O95551 | recombinant TDP2, T5PNP hydrolysis, p-nitrophenol absorbance 415 nm | inhibition, % at 12.8 µM | 370,000 tested, 0.34% active | AID 720702;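 active = inhibition above the mean of all tested compounds plus 3 SD, set per campaign, cut at about 25% in these data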;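 also: 0% = DMSO with enzyme and 100% = buffer with substrate but no TDP2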
# Target sequence (O95551 whole entry, looked up): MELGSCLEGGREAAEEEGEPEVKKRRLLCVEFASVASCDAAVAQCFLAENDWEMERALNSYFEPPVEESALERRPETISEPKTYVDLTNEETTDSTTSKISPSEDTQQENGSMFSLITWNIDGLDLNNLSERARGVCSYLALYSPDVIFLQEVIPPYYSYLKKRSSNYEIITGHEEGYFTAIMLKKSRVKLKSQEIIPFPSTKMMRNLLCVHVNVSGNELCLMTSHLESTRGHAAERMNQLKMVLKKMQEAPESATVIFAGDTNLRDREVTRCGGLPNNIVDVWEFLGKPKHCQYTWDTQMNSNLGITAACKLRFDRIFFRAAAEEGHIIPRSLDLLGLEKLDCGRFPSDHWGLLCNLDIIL
#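 System – recombinant human TDP2 · Quantity – TDP2 enzyme at 120 nM final · Doses – single concentration, 12.8 µM nominal, with 1% DMSO · Incubation – 2 h at 37 °C · Measured by – epi absorbance of p-nitrophenol freed from T5PNP by hydrolysis · Read-out – % inhibition relative to enzyme-containing and enzyme-free wells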
# An asterisk follows results filed as active.
SMILES,Tn6 DDE FP,ASAP1 inh,ADAM10 inh,DDE Tn7 FP inh,ADAM17 inh,SIAE inh,PLCg1 inh,PLC-beta3 inh,ARFGAP1 inhibitor,TDP2 inh
O=C(c1ccc(CNc2c(N3CCCC3)c(=O)c2=O)cc1)N1CCc2ccccc2C1,-6,7,-6,0,1,0,0,3,-2,-1
COCCNc1nc(NCCOC)c2sc(-c3ccccc3)cc2n1,-1,13,-242,5,-59,3,-27,-36,2,4
CCc1ccc2nc(SCC(=O)Nc3nnc(C)s3)c(C)cc2c1,0,2,-6,-9,-2,1,1,-6,3,0
Clc1ccccc1N=Nc1ccccn1,14,-14,-8,10,-2,20*,-25,-28,0,42*
COc1ccc(NS(=O)(=O)c2cccc(C(=O)N/N=C(\C)c3ccncc3)c2)cc1,1,6,-10,8,-1,-6,-3,-2,39*,-6
Cc1cc(-c2n[nH]c(=S)n2/N=C/c2ccco2)n[nH]1,0,-2,0,-9,-4,1,-1,2,6,5
Cn1c2c(c3cc([N+](=O)[O-])ccc31)CCCC2,0,14,6,3,1,-4,8,-4,6,-26
Cc1cc(C)n2nc(C(=O)Nc3cccc(S(=O)(=O)N4CCOCC4)c3)nc2n1,-2,-4,0,-9,-5,-6,0,-3,-3,-5
Cc1ccccc1NC(=O)CN1CCCC1,-1,0,-7,8,-3,0,-1,1,8,3
COC(=O)c1ccc2nc(NC(=O)CN3C(=O)CCC3=O)sc2c1,7,-3,3,3,-3,3,0,-1,-11,-5
Cc1cc(C(=O)NCC(=O)OCC(=O)NCCc2ccccc2)ccc1[N+](=O)[O-],3,17,0,-6,2,-4,9,1,9,-19
Nc1nc(NCc2ccccc2)nc(NCCO)c1[N+](=O)[O-],0,1,1,3,-1,-5,5,-6,-2,-11
O=C1CS/C(=C/C(=O)c2ccccc2)N1,0,8,-4,3,0,-9,-3,1,-11,-1
Cc1ccnc(NC(=S)NC(=O)c2cccs2)c1,10,6,-19,-4,-9,-2,1,-2,-7,-6
NS(=O)(=O)c1ccc(NC(NC(=O)c2cccnc2)C(Cl)(Cl)Cl)cc1 (stereo not drawn),-4,-3,1,-1,-3,-6,0,4,8,-12
Cc1cc(C)c2c(CN3CCCCC3C)cc(=O)oc2c1 (stereo not drawn),3,5,-12,6,-2,-4,-4,-7,11,-2
CN(CC(=O)Nc1cccc(F)c1)CC(=O)Nc1ccccc1-c1ccccc1,-3,3,1,-1,-2,-10,-2,5,0,-8
O=C(NC1=NCCS1)[C@H](Cc1ccccc1)N1C(=O)c2ccccc2C1=O,-4,-7,6,-3,0,5,-2,3,-4,10
COc1ccc(NC(=O)CN(C)C(=O)Cc2ccc3c(c2)OCCO3)cc1,1,-1,-5,-3,1,2,2,-4,-2,7
Cc1cc(C)c(C)c(S(=O)(=O)Nc2ccccc2C(=O)NCCCN2CCOCC2)c1C,9,-2,-44,-1,-14,0,-23,-29,3,11
CCC1CCCCN1C(=O)Cn1c(C(=O)OC)cc2ccsc21 (stereo not drawn),7,-5,-9,4,-2,-1,-6,2,9,-1
Cn1nc(C(=O)NCCc2ccc(Cl)cc2)c2c1-c1ccccc1S(=O)(=O)C2,5,8,10,-4,1,-4,6,-5,0,-3
CCCCCCc1ccc(N2C[C@H](Cc3ccccc3)[C@@H](CC(=O)Nc3ccccc3)C2=O)cc1,-8,-8,-1,-9,0,-38,6,1,17,-4
O=S(=O)(NC1CCCCC1N1CCCCC1)c1ccccc1 (stereo not drawn),-7,2,10,-2,2,-3,1,-1,4,1
Cc1ccc(S(=O)(=O)N2CCN(C(=O)C3CSC4(C)CCC(=O)N34)CC2)cc1C (stereo not drawn),-1,-9,-10,2,-2,3,5,-5,6,-3

# Part of the list above, set out differently.
smiles	Tn6 DDE FP	ASAP1 inh	ADAM10 inh	DDE Tn7 FP inh	ADAM17 inh	SIAE inh	PLCg1 inh	PLC-beta3 inh	ARFGAP1 inhibitor	TDP2 inh
Cc1cc(C(=O)NCC(=O)OCC(=O)NCCc2ccccc2)ccc1[N+](=O)[O-]	3	17	0	-6	2	-4	9	1	9	-19
Nc1nc(NCc2ccccc2)nc(NCCO)c1[N+](=O)[O-]	0	1	1	3	-1	-5	5	-6	-2	-11
O=C1CS/C(=C/C(=O)c2ccccc2)N1	0	8	-4	3	0	-9	-3	1	-11	-1
Cc1ccnc(NC(=S)NC(=O)c2cccs2)c1	10	6	-19	-4	-9	-2	1	-2	-7	-6
NS(=O)(=O)c1ccc(NC(NC(=O)c2cccnc2)C(Cl)(Cl)Cl)cc1 (stereo not drawn)	-4	-3	1	-1	-3	-6	0	4	8	-12
Cc1cc(C)c2c(CN3CCCCC3C)cc(=O)oc2c1 (stereo not drawn)	3	5	-12	6	-2	-4	-4	-7	11	-2
CN(CC(=O)Nc1cccc(F)c1)CC(=O)Nc1ccccc1-c1ccccc1	-3	3	1	-1	-2	-10	-2	5	0	-8
O=C(NC1=NCCS1)[C@H](Cc1ccccc1)N1C(=O)c2ccccc2C1=O	-4	-7	6	-3	0	5	-2	3	-4	10
COc1ccc(NC(=O)CN(C)C(=O)Cc2ccc3c(c2)OCCO3)cc1	1	-1	-5	-3	1	2	2	-4	-2	7
Cc1cc(C)c(C)c(S(=O)(=O)Nc2ccccc2C(=O)NCCCN2CCOCC2)c1C	9	-2	-44	-1	-14	0	-23	-29	3	11
CCC1CCCCN1C(=O)Cn1c(C(=O)OC)cc2ccsc21 (stereo not drawn)	7	-5	-9	4	-2	-1	-6	2	9	-1
Cn1nc(C(=O)NCCc2ccc(Cl)cc2)c2c1-c1ccccc1S(=O)(=O)C2	5	8	10	-4	1	-4	6	-5	0	-3
CCCCCCc1ccc(N2C[C@H](Cc3ccccc3)[C@@H](CC(=O)Nc3ccccc3)C2=O)cc1	-8	-8	-1	-9	0	-38	6	1	17	-4
O=S(=O)(NC1CCCCC1N1CCCCC1)c1ccccc1 (stereo not drawn)	-7	2	10	-2	2	-3	1	-1	4	1
Cc1ccc(S(=O)(=O)N2CCN(C(=O)C3CSC4(C)CCC(=O)N34)CC2)cc1C (stereo not drawn)	-1	-9	-10	2	-2	3	5	-5	6	-3

# Carrying on.
SMILES,Tn6 DDE FP,ASAP1 inh,ADAM10 inh,DDE Tn7 FP inh,ADAM17 inh,SIAE inh,PLCg1 inh,PLC-beta3 inh,ARFGAP1 inhibitor,TDP2 inh
CCOC(=O)c1sc(=NC(=O)c2ccc(Cl)s2)n(C)c1C,1,-9,-8,3,-5,-1,-5,-18,0,-6
COCCn1c(C)cc(/C=C2/SC(=O)N(CC(=O)N3CCCC3)C2=O)c1C,3,-3,-2,10,-1,1,-14,-23,-3,-21
COc1cc(NS(=O)(=O)c2ccc3[nH]c(=O)oc3c2)cc(OC)c1,0,-2,-1,0,-4,-3,5,-3,-7,-3
CCSC1=NCCN1C(=O)c1ccc(S(=O)(=O)N(CC)CC)cc1,0,2,-1,3,-1,1,0,1,-20,8
CCOC(=O)c1ccc(S(=O)(=O)N2CCN(CCC#N)CC2)cc1,0,15,-7,4,-6,-2,-5,-1,8,-4
O=C(Nc1ccc(F)cc1)C1CCCN(S(=O)(=O)c2ccc3[nH]c(=O)ccc3c2)C1 (stereo not drawn),10,-6,-2,-8,1,-9,1,7,-10,-7
CC(C)c1ccc(-c2nnn(CC(=O)N3CCCCC3)n2)cc1,0,-2,1,1,2,-3,0,-7,6,-1
O=C1OCCN1C(=O)[C@H]1[C@H](c2ccc([N+](=O)[O-])cc2)C(c2ccc(F)cc2)=NN1c1ccccc1,3,7,21*,-1,9.0*,2,-3,-7,0,6
COc1cccc(NC(=O)CC(c2ccc(OC(C)C)cc2)c2ccccc2OC)c1 (stereo not drawn),3,5,-4,-5,-2,1,4,0,-9,-3
COc1ccc(C2C(C#N)=C(N)N(c3ncn[nH]3)C3=C2C(=O)CCC3)cc1 (stereo not drawn),-3,-8,0,2,-3,3,-2,-3,0,2
CCn1c(CCC(=O)O)nc2cc(S(=O)(=O)N(C)C)ccc21,-1,6,-15,7,-2,1,0,-1,-2,-3
O=S(=O)(c1cc(Cl)ccc1Br)N1CCCCC1,10,-1,5,7,-1,4,2,4,-9,14
O=C(CSc1nc2c(c(=O)n1-c1ccc(Br)cc1)SCC2)Nc1nccs1,6,0,-3,3,-1,-2,1,1,1,11
O=C(Cn1c(NCCO)nc2ccccc21)c1ccco1,-2,8,8,-3,0,3,-3,2,8,0
CN1CCCCc2c1nc1ccccc1c2N (tested in a mixture with another compound),-10,-3,-187,1,-36,7,-208,-244,8,-10
COc1cc(C2C(C#N)=C(C)NC3=C2C(=O)c2ccccc23)cc(OC)c1OC (stereo not drawn),-1,12,1,1,-3,3,-2,1,-1,5
COC(=O)Cc1cc(OC)c(OC)cc1S(=O)(=O)N(C)C,1,-4,16,-3,-2,-6,1,2,7,-2
Cc1ccc(NC(=O)[C@@H]2O[C@H](CO)[C@H](O)[C@H](O)[C@H]2O)cc1C(F)(F)F,-10,-4,-3,0,-2,-6,0,1,-5,6
COc1ccccc1/C=C/C(=O)OCC(=O)NNC(=O)c1ccccc1,4,0,-200,-2,-59,-2,-53,-71,2,6
CN(C)S(=O)(=O)c1ccc(C(=O)Oc2coc(CSc3ncccn3)cc2=O)cc1,2,9,1,-1,0,4,6,-1,0,6
CC1(C)CC2(CC(c3ccccc3)c3ccc(O)cc3O2)NC(=S)N1 (stereo not drawn),7,-2,2,5,-4,3,-1,-7,2,1
C=CCn1c(SCc2cc([N+](=O)[O-])cc3c2OCOC3)nc2cc(C(=O)O)ccc2c1=O,3,1,-4,-4,-3,-6,2,-5,3,3
COc1ccccc1C1CC(=O)n2c(nc(-c3ccccc3)c2-c2ccccc2)S1 (stereo not drawn),5,9,-28,3,-15,6,-36,-44,-13,-2
Cc1occc1C(=O)NNC(=O)c1nn(C)c(=O)c2ccccc12,7,-6,9,-1,0,6,2,2,3,8
CC1CCCC(NC(=O)c2cc(S(=O)(=O)N3CCCCC3)ccc2Cl)C1C (stereo not drawn),0,-2,2,7,-6,5,2,-4,0,6
COC(=O)C1=C(C)N=C2SC(C#N)=C(N)N2C1c1ccc(OCc2ccccc2)cc1 (stereo not drawn),4,2,5,6,4,3,-100,-134,1,-4

# An excerpt from above, limited to ARFGAP1 inhibitor and TDP2 inh.
Compound,ARFGAP1 inhibitor,TDP2 inh
CN(C)S(=O)(=O)c1ccc(C(=O)Oc2coc(CSc3ncccn3)cc2=O)cc1,0,6
CC1(C)CC2(CC(c3ccccc3)c3ccc(O)cc3O2)NC(=S)N1 (stereo not drawn),2,1
